GLS inh = blocks human kidney-isoform glutaminase activity; Potency, µM (highest dose often 45.5 µM), for the others: top-dose activity change, negative = inhibition, most hits filed as inhibitors; O94925; actives 0.21% (n = 410,000); GLS enzymatic activity, qHTS titration; active = well fitted inhibition curve with a large enough effect; inconclusive = small, poorly fitted or top-dose-only effect, or another doubt; inactive = no such curve, though single readings can be large or run the other way; note: potency is the fitted concentration of half-maximal effect
Target sequence (O94925 whole entry, looked up, canonical isoform): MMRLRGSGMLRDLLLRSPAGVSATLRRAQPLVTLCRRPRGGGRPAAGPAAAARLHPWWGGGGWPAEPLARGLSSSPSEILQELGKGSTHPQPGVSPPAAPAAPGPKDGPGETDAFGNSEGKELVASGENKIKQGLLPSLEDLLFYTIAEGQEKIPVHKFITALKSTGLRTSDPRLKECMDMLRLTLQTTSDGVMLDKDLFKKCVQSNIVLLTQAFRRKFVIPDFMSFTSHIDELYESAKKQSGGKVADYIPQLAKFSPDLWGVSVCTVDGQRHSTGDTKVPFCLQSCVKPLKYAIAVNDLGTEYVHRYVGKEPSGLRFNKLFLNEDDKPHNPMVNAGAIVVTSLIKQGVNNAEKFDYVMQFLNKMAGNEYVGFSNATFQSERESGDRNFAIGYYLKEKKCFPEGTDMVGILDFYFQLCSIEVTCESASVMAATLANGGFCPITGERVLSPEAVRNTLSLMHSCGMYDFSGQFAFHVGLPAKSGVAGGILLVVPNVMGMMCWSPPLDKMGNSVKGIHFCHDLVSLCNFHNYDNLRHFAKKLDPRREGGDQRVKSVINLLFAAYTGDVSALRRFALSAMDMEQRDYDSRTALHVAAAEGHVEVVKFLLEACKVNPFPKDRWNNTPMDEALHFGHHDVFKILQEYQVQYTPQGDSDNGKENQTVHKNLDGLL
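Compounds were pin-transferred onto hKGA, after which L-glutamine (1 mM solution) and a detection mix of glutamate oxidase, HRP and Amplex Red were added. Initial and 30 min RT fluorescence reads were collected.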
PI4K2A inh = blocks human PI4K2A kinase activity | Q9BTU6 | purified PI4K2A, ADP-Glo luminescence, 1 h; stronger effect = lower value | activity change, negative = inhibition, % at 76.9 µM | actives 0.13% (n = 420,000); in the data active = activity change below about -50%; inconclusive = mostly about -30% to -49%;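 note: -100% = wells without enzyme as full effect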
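PI4K2A activity was measured by ADP-Glo luminescence: enzyme (4 ug/mL stock) and phosphatidylinositol (1.2 mM stock) in Tris pH 7.5/MgCl2/EGTA/Triton X-100 buffer were reacted with ATP (300 microM stock) for one hour at ambient temperature.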
Pin1 inh = inhibitors of human Pin1; actives 0.009% (n = 390,000); Q13526; Potency, µM (doses to about 115 µM), for the others: at the top dose activity, negative = inhibition, hits mostly inhibitors; Pin1 FP peptide displacement, HiFluor488, 10 min; active = well fitted inhibition curve with a large enough effect in the polarisation, with a control signal flat, not every such curve was filed as active; inconclusive = small, poorly fitted or top-dose-only effect, or effect the other way, or a change in a side signal; inactive = no such curve, though single readings can be large or run the other way; the % refers to the polarisation; note: potency is the fitted concentration of half-maximal effect
Target sequence (Q13526 whole entry, looked up): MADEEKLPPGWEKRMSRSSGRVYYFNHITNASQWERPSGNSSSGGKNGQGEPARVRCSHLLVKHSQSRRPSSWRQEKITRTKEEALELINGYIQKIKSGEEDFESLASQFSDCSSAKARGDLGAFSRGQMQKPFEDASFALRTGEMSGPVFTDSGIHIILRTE
* = called active by the depositor; ? = inconclusive; / = not tested or not shown; [ ] = dose if it differs, or a comment. Unless noted, % is set by controls: 0 for no effect and ±100 for the full control effect. The list is partial (hit frequency here may not be typical).

SMILES	GLS inh	PI4K2A inh	Pin1 inh
CN1C=CC(=C[N+](=O)[O-])N(C)C1=O	2%	-4	/
CCOC(=O)[C@]12CCC=C1N(Cc1ccco1)C(=O)[C@H](CC(=O)NCc1ccc(OC)c(OC)c1)C2	-1%	-7	/
CC(=O)Nc1ccc(NCCc2ccco2)cc1	?	0	/
Cc1ccc(Nc2nccc(N(C)c3ccc4c(C)n(C)nc4c3)n2)cc1S(N)(=O)=O	4%	-14	/
CCN(CC)C(=O)c1cccc(-c2csc(C(C)(O)c3cccc(OC)c3)n2)c1 (stereo unspecified)	5%	-1	/
Cc1ccc(S(=O)(=O)N2CCC(=O)N([C@H](CO)Cc3ccccc3)CC2)cc1	-2%	-2	/
CCCCCCN1CCN(C2CN(Cc3ccc(C)cc3)S(=O)(=O)C2)CC1 (stereo unspecified)	-3%	-1	/
CCC(C)C(CO)NC(=O)/C=C/[C@H]1O[C@@H](n2cnc3c(NC(=O)c4ccccc4)ncnc32)[C@H](O)[C@@H]1O (stereo partly specified)	33%[activator]	1	/
CSc1ccc(CN2C(=O)C(C)Oc3c(C(C)=O)cccc32)cc1 (stereo unspecified)	4%	-2	/
CC(=O)Nc1cncc(-c2ccccc2F)n1	-6%	0	/
Cc1ccc(-c2nc3ccc(Cl)cn3c2Cc2ccsc2)cc1	-11%	-13	/
O=C(Nc1nc(OCC(F)(F)F)cnc1/C=C\c1ccccc1)c1ccccc1	-1%	-4	/
COc1cc(-c2cc(NC=O)c3ncc(-c4ccc(C(C)=O)cc4)n3c2)cc(OC)c1OC	-12%	0	/
Cc1ccc([C@@H]2CC(=O)[C@@H]3CN(S(=O)(=O)c4ccc(C)cc4)[C@H](c4ccccc4)C[C@@H]3N2S(=O)(=O)c2ccc(C)cc2)cc1	1%	-4	/
CCOC(=O)C1=CCC(c2ccc(Cl)cc2)N(S(=O)(=O)c2ccc(C)cc2)C1 (stereo unspecified)	5%	1	/
CCCS(=O)(=O)NC(=O)C1(C)CCN1C(=O)Cc1ccc(-c2ccccc2)cc1 (stereo unspecified)	7%	-1	/
CC(=Cc1ccccc1)C=C1SC(=S)N(CCCC(=O)Nc2ccc(C(=O)O)c(O)c2)C1=O	23%	-9	/
O=C(NCc1cccc(F)c1)c1[nH]c(C(F)(F)F)nc1-c1ccccc1	-2%	2	/
CC1(C(=O)NS(=O)(=O)c2cccs2)CCN1C(=O)CC1CCCCC1 (stereo unspecified)	-2%	0	/
CC(C)=CCC[C@H](C)C[C@@H]1Cc2[nH]c(=S)[nH]c(=O)c2[C@@H](c2ccc(F)cc2)O1	6%	0	/
CCc1nc2ccc(C(=O)N3CCN(C(=O)c4ccco4)CC3)cn2c1N(C)C(=O)C1CCCCC1	12%	-4	/
CCOC(=O)[C@]12CCC=C1N(CCC1=CCCCC1)C(=O)[C@H](CC(=O)NCc1ccccc1)C2	-2%	-3	/
COc1ccc(Cl)cc1CN1C(=O)C(Cc2ccccc2)ON=C1C (stereo unspecified)	1%	-1	/
COc1ccc(CNC(=O)CC[C@H]2O[C@@H](n3cnc4c(NC(=O)c5ccccc5)ncnc43)[C@H](O)[C@@H]2O)cc1	-13%	0	/
CCOc1ccc(-c2ccc(C3=CC(=O)C[C@H](c4ccc(F)cc4)C3)cc2)cc1	17%	1	/
CCS(=O)(=O)N1Cc2cc(C(=O)NCCOC)nc(-c3cccc(-c4ccncc4)c3)c2[C@H]1CCO	-18%	-2	/
COc1ccc(-c2ccc3c(c2)c(Sc2ccccc2)c(-c2cc(OC)cc(OC)c2)n3C)cc1	-5%	2	/
COc1cc2c(cc1OC)C(c1c(Cl)cccc1Cl)=NCC2	-12%	-4	/
O=c1cc(CN2CCN(c3ccccc3)CC2)c2ccccc2o1	14%	-2	/
CC[C@H](C)[C@@H](COC=O)NC(=O)[C@H]1O[C@@H](n2ccc(N)nc2=O)[C@H](O)[C@@H]1O	1%	-10	/
Cc1ccc(F)cc1C(=O)N1CCCCC1c1cc(C(=O)Nc2cccc(C#N)c2)no1 (stereo unspecified)	4%	-3	/
CCCCN(C)c1c(C)nc2ccc(C(=O)NCCOc3ccc(OC)cc3)cn12	20%	-1	/
COC(=O)[C@@]1(Cc2ccc(F)cc2)[C@H]2c3cc(C(=O)N4CCCC4)n(CCSCCO)c3C[C@H]2CN1C(=O)c1ccccc1	1%	-4	/
CCCCN(C)c1c(C)nc2ccc(C(=O)NCc3ccc4c(c3)OCO4)cn12	2%	0	/
COCCNc1ncnc2c1ncn2[C@H]1CN(CCc2ccccc2)C[C@@H](CO)O1	-7%	1	/
CCc1nc2c(OCC=C(C)C)cccn2c1N(C)C(=O)c1ccc(OC)cc1	3%	-1	/
O=C1NC[C@H](CCCCN2CCN(CC3CCCCC3)C(=O)C2=O)N(CCc2ccccc2)C1=O	1%	1	/
CC(=O)Nc1cccc(-c2ccnc3c2CC(C)(C(=O)Nc2ccc(F)c(Cl)c2)O3)c1 (stereo unspecified)	0%	-1	/
O=S1(=O)CC(N2CCN(Cc3ccccc3F)CC2)CN1Cc1cn(Cc2ccc(Cl)cc2)nn1 (stereo unspecified)	-12%	5	/
COCCNC(=O)C1(C)CCN(C(=O)c2ccc(F)c(C)c2)C1 (stereo unspecified)	0%	-1	/

An excerpt from above in order of the GLS inh value, lowest first.
SMILES	GLS inh	PI4K2A inh	Pin1 inh
COCCNc1ncnc2c1ncn2[C@H]1CN(CCc2ccccc2)C[C@@H](CO)O1	-7%	1	/
CCCCN(C)c1c(C)nc2ccc(C(=O)NCc3ccc4c(c3)OCO4)cn12	2%	0	/
Cc1ccc(F)cc1C(=O)N1CCCCC1c1cc(C(=O)Nc2cccc(C#N)c2)no1 (stereo unspecified)	4%	-3	/

(further entries)
SMILES	GLS inh	PI4K2A inh	Pin1 inh
CC(=O)CC1c2ccccc2C=C(c2ccsc2)N1c1ccc(-c2cccs2)cc1 (stereo unspecified)	3%	-5	/
O=C(Nc1cccc2ccccc12)c1ccc2sc([C@@H]3O[C@H](CO)[C@H](O)[C@H](O)[C@H]3O)nc2c1	-16%	1	/
COC(=O)[C@]12CCCCC=C1N(Cc1ccccc1)C(=O)[C@H](CC(=O)N1CCN(C(=O)c3ccco3)CC1)C2	-6%	-1	/
COc1ccc(Cc2c(-c3ccc(F)cc3)nc3c4ccccc4ccn23)c(C)c1	-2%	0	/
CCOC(=O)N1CCN(C(=O)C[C@@H]2C[C@@]3(C(=O)OCC)CCC=C3N(Cc3ccco3)C2=O)CC1	-13%	-1	/
CCCCCCCCN1C(=O)[C@H](CC(=O)NCCCC)C[C@@]2(C(=O)OC)CCCCC=C12	-18%	5	/
CC(=O)Nc1cnc(-c2ccc(O)cc2C)cn1	15%	-3	/
CC(C)NC(=O)C1(C)Cc2c(-c3ccc(N(C)C)cc3)ccnc2O1 (stereo unspecified)	31%	0	/
O=C(NCc1cccs1)c1ccc(-c2ccc(F)c(F)c2)c2ccoc12	-7%	2	/
CC(=O)NC(C)(c1ccccc1)c1nc(/C=C/c2ccccc2)cs1 (stereo unspecified)	16%	-5	/
O=C1NC[C@@H](CCCCN2CCN(CCc3ccccc3)C(=O)C2=O)N(CCC2CCCCC2)C1=O	-6%	-3	/
CC(=O)NC(c1ccc(F)c(F)c1)c1nc(-c2ccccc2C)cs1 (stereo unspecified)	8%	-2	/
COc1ccccc1Cc1c(-c2ccc(F)cc2)nc2c(C)cc(Br)cn12	1%	-2	/
COc1cccc(NC(=O)Nc2nnc([C@H]3C[C@H](O)[C@@H](CO)O3)s2)c1	2%	0	/
Cc1cnc(C(=O)N(CCCn2ccnc2)C2C(=O)Nc3ccccc3N=C2c2ccccc2)cn1 (stereo unspecified)	0%	-1	/
CN1[C@@H](Cc2ccccc2)COc2cc(N3CCSCC3)ccc2S1(=O)=O	0%	5	/
Cc1c(C)c2c(c(C)c1O)CCC(C)(COc1ccc(CC3SC(=O)NC3=O)cc1)O2 (stereo unspecified)	10%	-2	/
O=C(CCCN1CCN(c2ccc(F)cc2)CC1)NC1c2ccccc2CSc2ccccc21 (stereo unspecified)	13%	-1	/
COc1ccccc1Cc1c(-c2cccc(Cl)c2)nc2c(C)cc(Br)cn12	9%	0	/
CSc1ccc(CN2CCC(C)(Oc3ccccc3F)C2)cc1 (stereo unspecified)	16%	1	/

Exported as comma-separated lines: entries from further up.
smiles,GLS inh,PI4K2A inh,Pin1 inh
CCCCN(C)c1c(C)nc2ccc(C(=O)NCc3ccc4c(c3)OCO4)cn12,2%,0,/
COCCNc1ncnc2c1ncn2[C@H]1CN(CCc2ccccc2)C[C@@H](CO)O1,-7%,1,/
CCc1nc2c(OCC=C(C)C)cccn2c1N(C)C(=O)c1ccc(OC)cc1,3%,-1,/
O=C1NC[C@H](CCCCN2CCN(CC3CCCCC3)C(=O)C2=O)N(CCc2ccccc2)C1=O,1%,1,/
CC(=O)Nc1cccc(-c2ccnc3c2CC(C)(C(=O)Nc2ccc(F)c(Cl)c2)O3)c1 (stereo unspecified),0%,-1,/
O=S1(=O)CC(N2CCN(Cc3ccccc3F)CC2)CN1Cc1cn(Cc2ccc(Cl)cc2)nn1 (stereo unspecified),-12%,5,/
COCCNC(=O)C1(C)CCN(C(=O)c2ccc(F)c(C)c2)C1 (stereo unspecified),0%,-1,/
CC(=O)CC1c2ccccc2C=C(c2ccsc2)N1c1ccc(-c2cccs2)cc1 (stereo unspecified),3%,-5,/
O=C(Nc1cccc2ccccc12)c1ccc2sc([C@@H]3O[C@H](CO)[C@H](O)[C@H](O)[C@H]3O)nc2c1,-16%,1,/
COC(=O)[C@]12CCCCC=C1N(Cc1ccccc1)C(=O)[C@H](CC(=O)N1CCN(C(=O)c3ccco3)CC1)C2,-6%,-1,/
COc1ccc(Cc2c(-c3ccc(F)cc3)nc3c4ccccc4ccn23)c(C)c1,-2%,0,/
CCOC(=O)N1CCN(C(=O)C[C@@H]2C[C@@]3(C(=O)OCC)CCC=C3N(Cc3ccco3)C2=O)CC1,-13%,-1,/
CCCCCCCCN1C(=O)[C@H](CC(=O)NCCCC)C[C@@]2(C(=O)OC)CCCCC=C12,-18%,5,/
CC(=O)Nc1cnc(-c2ccc(O)cc2C)cn1,15%,-3,/
CC(C)NC(=O)C1(C)Cc2c(-c3ccc(N(C)C)cc3)ccnc2O1 (stereo unspecified),31%,0,/
O=C(NCc1cccs1)c1ccc(-c2ccc(F)c(F)c2)c2ccoc12,-7%,2,/
CC(=O)NC(C)(c1ccccc1)c1nc(/C=C/c2ccccc2)cs1 (stereo unspecified),16%,-5,/
O=C1NC[C@@H](CCCCN2CCN(CCc3ccccc3)C(=O)C2=O)N(CCC2CCCCC2)C1=O,-6%,-3,/
CC(=O)NC(c1ccc(F)c(F)c1)c1nc(-c2ccccc2C)cs1 (stereo unspecified),8%,-2,/
COc1ccccc1Cc1c(-c2ccc(F)cc2)nc2c(C)cc(Br)cn12,1%,-2,/
COc1cccc(NC(=O)Nc2nnc([C@H]3C[C@H](O)[C@@H](CO)O3)s2)c1,2%,0,/
Cc1cnc(C(=O)N(CCCn2ccnc2)C2C(=O)Nc3ccccc3N=C2c2ccccc2)cn1 (stereo unspecified),0%,-1,/
CN1[C@@H](Cc2ccccc2)COc2cc(N3CCSCC3)ccc2S1(=O)=O,0%,5,/
Cc1c(C)c2c(c(C)c1O)CCC(C)(COc1ccc(CC3SC(=O)NC3=O)cc1)O2 (stereo unspecified),10%,-2,/

(listing goes on)
SMILES	GLS inh	PI4K2A inh	Pin1 inh
COc1ccc(NC(=O)C2Cc3c(-c4cccc(F)c4)ccnc3O2)cn1 (stereo unspecified)	-6%	6	/
CCc1ccc(OC2(C)CCN(Cc3ccccc3OC(F)F)C2)cc1 (stereo unspecified)	10%	0	/
COc1ccc(-c2cnc3c(NC=O)cc(-c4cc(OC)c(OC)c(OC)c4)cn23)cc1OC	0%	-7	/
CC1(C(=O)NS(=O)(=O)c2cccc(Cl)c2)CCN1C(=O)C1(c2ccc(Cl)cc2)CC1 (stereo unspecified)	3%	-2	/
CC(C)Oc1cc(F)ccc1-c1cc(C(=O)Nc2ccc(C(C)C)cc2)[nH]n1	4%	2	/
O=C1NS(=O)(=O)c2ccccc21	5%	0	-1%
Cc1ccccc1NS(=O)(=O)c1ccc2c(c1)CCC(=O)N2	10%	3	-4%
O=C(O)c1ccc(O)c2ncccc12	-1%	-22	-4%
O=C1Cc2cc(S(=O)(=O)N3CCN(c4ccc(O)cc4)CC3)ccc2N1	-1%	4	1%[230 µM]
Cc1ccc(NS(=O)(=O)c2cc3c(cc2Br)NC(=O)CO3)cc1C	31%	3	-8%
Cc1c(P(=S)(c2ccccc2)c2ccccc2)[n+]2ccccc2n1C/C=C/c1ccccc1	-11%	-1	3%
